Screening results: PubChem BioAssay, National Center for Advancing Translational Sciences (NCATS)
PI4K2A inh: PI4K2A (human) kinase inhibition | activity change, negative = inhibition, % at 76.9 µM | purified PI4K2A, ADP-Glo luminescence, 1 h; hits give low values | Q9BTU6 | 420,000 tested, 0.13% active; in the data active means activity change below about -50%; inconclusive means mostly about -30% to -49%;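 further: -100% = wells without enzyme as full effect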
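ADP-Glo luminescence measured ADP generated by PI4K2A enzyme (4 ug/mL before mixing) with 1.2 mM PI substrate (pre-mix) and 300 microM ATP (pre-mix). Tris pH7.5 buffer with MgCl2, Triton X-100; 1 h reaction at ambient temperature.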
USP1-UAF1 inh: USP1/UAF1 (human) deubiquitinase inhibition; O94782; Potency, µM (series often up to 57.1 µM), without a hit: at the highest dose activity change, negative = inhibition, hits mostly inhibitors; 390,000 tested, 0.23% active; recombinant USP1/UAF1, Ub-Rhodamine cleavage fluorescence; further: potency means the concentration at half of the fitted maximal effect; on the % scale 0 is the no-effect control and ±100 the full control effect; nearly all actives have a fitted effect of over 60% in size; inactives centre near -12
Target sequence (O94782 whole entry, looked up): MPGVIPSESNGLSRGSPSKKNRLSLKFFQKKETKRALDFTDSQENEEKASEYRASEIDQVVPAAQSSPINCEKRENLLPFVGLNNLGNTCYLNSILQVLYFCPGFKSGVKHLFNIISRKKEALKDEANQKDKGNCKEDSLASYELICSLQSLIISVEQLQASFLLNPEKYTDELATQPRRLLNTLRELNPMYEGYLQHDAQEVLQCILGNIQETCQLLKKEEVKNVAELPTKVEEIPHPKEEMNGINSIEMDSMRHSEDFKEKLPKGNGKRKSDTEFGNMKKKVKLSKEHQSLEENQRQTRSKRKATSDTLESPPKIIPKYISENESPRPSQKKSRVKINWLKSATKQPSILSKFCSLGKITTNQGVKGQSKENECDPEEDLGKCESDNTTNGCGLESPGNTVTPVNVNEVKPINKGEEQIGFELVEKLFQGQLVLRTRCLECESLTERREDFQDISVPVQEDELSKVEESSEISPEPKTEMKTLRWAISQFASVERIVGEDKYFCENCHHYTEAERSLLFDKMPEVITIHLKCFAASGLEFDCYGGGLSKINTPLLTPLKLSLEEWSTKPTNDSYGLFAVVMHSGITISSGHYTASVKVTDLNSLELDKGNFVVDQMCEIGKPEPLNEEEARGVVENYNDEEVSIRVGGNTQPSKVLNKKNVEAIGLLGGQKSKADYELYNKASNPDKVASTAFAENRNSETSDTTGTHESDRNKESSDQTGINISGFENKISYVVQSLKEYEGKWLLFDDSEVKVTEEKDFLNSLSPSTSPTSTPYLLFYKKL
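1 nM enzyme complex + cpd, 15 min RT; start with Ub-Rho 150nM final; kinetic fluorescence ex 480/em 540, 6 reads q60 s. Buffer 50mM HEPES pH 7.8, 0.5mM EDTA, 0.1 mg/ml BSA, 1mM TCEP, 0.01% Tween-20.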
HP1b chromo inh: HP1-beta chromodomain-methylated histone interaction inhibition; 390,000 tested, 0.56% active; P83916; AlphaScreen HP1-beta / biotin-H3K9me3 peptide binding; Potency, µM (highest dose often 114 µM), for the others: at the top dose activity change, negative = inhibition, hits mostly inhibitors; AID 540317; further: potency means the concentration at half of the fitted maximal effect; nearly all actives have a fitted effect of over 70% in size; inactives centre near 23
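AlphaScreen: HP1-beta (50 nM) preformed 30 min with biotin-H3(1-18)K9me3 peptide (50 nM) in PBS pH 7.4, 0.01% Tween-20. Compound added for 30 min at RT, then streptavidin donor/nickel chelate acceptor beads (10 ug/mL) for 30 min.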
mIDH1 inhibitor: inhibitors of human mutant IDH1 R132H; O75874; Potency, µM (top dose mostly 76.6 µM), for the others: at the highest dose activity change, negative = inhibition, hits mostly inhibitors; IDH1-R132H enzyme, NADPH consumption, diaphorase/resazurin fluorescence; 390,000 tested, 0.093% active; further: potency means the concentration at half of the fitted maximal effect; on the % scale 0 is the no-effect control and ±100 the full control effect; nearly all actives have a fitted effect of over 65% in size
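IDH1-R132H (0.5 ug/mL dispensed) in pH 7.5 Tris buffer was preincubated 30 min with compound, then given a substrate mix of 0.016 mM NADPH and 2 mM alpha-KG for 80 min at room temperature; remaining NADPH was read by diaphorase/resazurin fluorescence.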
Pin1 inh: inhibitors of human Pin1. Pin1 FP peptide displacement, HiFluor488, 10 min. Potency, µM (series often up to 115 µM), inactives show top-dose activity, negative = inhibition, most hits filed as inhibitors. AID 504891. 390,000 tested, 0.009% active; active means well fitted inhibition curve with a large enough effect in the polarisation, with a control signal flat, not every such curve was filed as active; inconclusive means small, poorly fitted or top-dose-only effect, or effect the other way, or a change in a side signal; inactive means no such curve, though single readings can be large or run the other way; the % refers to the polarisation; further: potency means the concentration at half of the fitted maximal effect; on the % scale 0 is the no-effect control and ±100 the full control effect
Target sequence (Q13526 whole entry, looked up): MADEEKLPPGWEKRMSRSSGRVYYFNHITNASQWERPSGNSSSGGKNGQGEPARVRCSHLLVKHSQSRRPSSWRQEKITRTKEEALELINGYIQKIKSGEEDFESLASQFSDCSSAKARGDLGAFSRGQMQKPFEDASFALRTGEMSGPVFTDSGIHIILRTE
GLS inhibitor: inhibitors of human glutaminase (GLS); GLS enzymatic activity, qHTS titration; Potency, µM (highest dose often 45.5 µM), without a hit: at the top dose activity change, negative = inhibition, most hits filed as inhibitors; 410,000 tested, 0.21% active; AID 624170; further: potency means the concentration at half of the fitted maximal effect; on the % scale 0 is the no-effect control and ±100 the full control effect
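Human kidney-isoform GLS in 45 mM KH2PO4 pH 8.2, 0.02% Tween-20, with compound, started with 1mM L-Glutamine (added stock). Glutamate oxidase/HRP/Amplex red coupled fluorescence read at start and after 30 min at RT.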
TrxR1 substrate: substrates of rat thioredoxin reductase 1. O89049. purified TrxR1 substrate turnover, NADPH consumption readout. Potency, µM (series often up to 114 µM), inactives show at the highest dose activity change, negative = substrate turnover. 390,000 tested, 0.01% active; further: potency means the concentration at half of the fitted maximal effect; on the % scale 0 is the no-effect control and ±100 the full control effect; nearly all actives have a fitted effect of over 50% in size
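Rat TrxR1, dispensed at 90 nM, was prereduced with 400 uM NADPH (final) for 5 min at ~22 deg C, then incubated with compound 15 min before 400 uM selenite. A first-read NADPH fluorescence drop versus no-compound background flagged substrates.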
TrxR1 inh: inhibitors of rat thioredoxin reductase 1 | 390,000 tested, 1% active | Potency, µM (top dose mostly 114 µM), for the others: at the highest dose activity change, negative = inhibition, hits mostly inhibitors | AID 588453 | recombinant rTrxR1, NADPH fluorescence consumption, selenite substrate | O89049; further: potency means the concentration at half of the fitted maximal effect; on the % scale 0 is the no-effect control and ±100 the full control effect; nearly all actives have a fitted effect of over 65% in size
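Rat TrxR1 (90 nM in the dispensed reagent) was pre-reduced with 400 uM NADPH for 5 min at room temperature, then incubated with compound for 15 min. After 400 uM selenite was added, NADPH fluorescence (Ex 340/Em 450 nm) was followed for 8 min.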
Tb PGK inh: T. brucei PGK inhibition; 380,000 tested, 0.043% active; Potency, µM (titrated, usually from 57.5 µM), inactives show top-dose activity change, negative = inhibition, most hits filed as inhibitors; PGK/GAPDH coupled, Kinase-Glo luminescence, 60 min; P07378; AID 602233; further: potency means the concentration at half of the fitted maximal effect; on the % scale 0 is the no-effect control and ±100 the full control effect; nearly all actives have a fitted effect of over 60% in size
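Luminescent ATP detection (Kinase-Glo Plus) follows a 60-minute room-temperature incubation, with wells lacking PGK as controls. Buffer: 100 mM TEA (pH 7.6), 5 mM MgCl2, 0.01% Tween-20. Coupling enzyme GAPDH (100 nM final) supplies unstable 1,3-BPG in-well.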
* marks the source's active call; other numbers are inactive results; i = inactive; ? = inconclusive; · = not tested or not shown; [ ] = another dose, or the depositor's remark. Unless noted, the call rests on the fitted dose curve; in most records, active means well fitted curve in the direction sought with a large enough effect; inconclusive means small, poorly fitted or top-dose-only effect, or another doubt; inactive means no such curve, though single readings can be large; an effect the other way counts as inactive or inconclusive. Not all compounds are listed. The share of hits here may be higher or lower than overall.

Values run as follows: Pin1 inh, HP1b chromo inh, GLS inhibitor, Tb PGK inh, PI4K2A inh, TrxR1 substrate, mIDH1 inhibitor, TrxR1 inh, USP1-UAF1 inh
O=C(C1CC1)N1CCc2cc(Br)cc(S(=O)(=O)N3CCN(c4cccc(C(F)(F)F)c4)CC3)c21
  3%, -3%, -3%, -5%, 7, 12%[2.29 µM], 0%, 26%, -25%
Cc1cccc(N2CCN(C(=O)c3ccccc3NC(=O)C3CC=CCC3C(=O)O)CC2)c1 (configuration not stated)
  0%, 32%, 27%, -2%, -4, -8%[57.1 µM], 6%, 5%[57.1 µM], -10%
Cc1cc(C)n(CCCNC(=O)c2ccco2)n1
  -4%, 54%[activator], -3%, -9%, -1, -1%, 7%, -25%, -11%
CC(C)(C)OC(=O)N1CCC(NC(=O)c2ncn(Cc3ccccc3)c2C(=O)NC2CCN(C(=O)OC(C)(C)C)CC2)CC1
  1%, 41%, -1%, -5%, 0, -16%, 2%, -13%, -27%
COc1cccc(Cn2c(CNC(=O)Cc3cccc(C)c3)nc3cccnc32)c1
  0%, 11%[57 µM], -10%, -4%, -3, 3%[57.1 µM], -9%, 35%[57.1 µM], 2%
Cc1ccc(C(=O)NCC(=O)OCC(=O)c2cc(C)n(Cc3ccco3)c2C)cc1
  -5%, ?, 0%, 8%, 5, 0%[57.1 µM], 5%, -6%[57.1 µM], ?
Fc1ccc(Nc2nc(-c3ccncc3)cs2)cc1
  3%, 18%, -21%, -3%, 4, 8%[57.1 µM], 0%, 9%[57.1 µM], -8%
COc1ccc(N2CCN(S(=O)(=O)c3ccc4c(c3)NC(=O)CS4)CC2)cc1
  -6%, 44%[activator], 2%, i, 0, 2%, 0%, 25%, -20%
O=C(Cc1ccccc1)Nc1ccccc1C(=O)O
  -8%, 32%, -7%, -3%, -4, 13%[57.1 µM], 6%, 3%[57.1 µM], -16%
O=C(Nc1ccc2c(c1)C(=O)OC2)c1ccc(F)cc1F
  -9%, 61%[activator], -14%, -2%, -5, 2%[57.1 µM], 5%, 4%[57.1 µM], -11%
Oc1ccc(Cl)cc1-c1cc(C(F)(F)C(F)F)nc(-c2ccccc2)n1
  -3%, 20%, -3%, -1%, 0, -2%, 4%, 16%, -24%
Cc1cccc(N2CN(S(=O)(=O)c3cccc([N+](=O)[O-])c3)c3nc4ccccc4nc32)c1
  1%, 0%, -11%, 3%, -4, 6%[57.1 µM], 6%, 17%[57.1 µM], -22%
CCCCN(CC)C(=O)CSc1nc2n[nH]c(C)c2c(=N)n1-c1cccc(OC)c1
  ?, 32%, -10%, i, -2, -11%[57.1 µM], -8%, -5%[57.1 µM], -20%
CC1Cc2ccccc2N1CC(=O)NCc1ccc2c(c1)OCO2 (configuration not stated)
  5%, 5%, 29%, -4%, -1, -12%, 3%, -11%, -16%
Cc1cc(C(=O)COC(=O)c2ccc(O)cc2)c(C)n1Cc1ccco1
  7%, ?, -6%, -7%, 3, -1%, -1%, -4%, -10%
CSc1ccccc1-n1nnnc1SCc1ccccc1
  0%, 124%[activator], -1%, -1%, -2, -12%, 7%, -9%, -24%
COC(=O)c1cc(C#N)c(N2CC(C)OC(C)C2)nc1C (configuration not stated)
  -13%, 19%, 8%, 3%, -3, 0%, -3%, 11%, -8%
CC(=O)n1cc([C@@H]2C=C(C(=O)N3CCN(Cc4ccc5c(c4)OCO5)CC3)O[C@H](OCCCCO)C2)c2ccccc21
  12%, 2%, 5%, 3%, 0, 0%[57.1 µM], -8%, 6%[57.1 µM], -13%
COC(=O)c1nnn(CC(=O)NC(=O)Nc2cccc(Cl)c2C)c1C(=O)OC
  -11%, 30%, 7%, i, 1, -9%, 5%, 8%, 0%
Cc1ccc(NC(=O)CSC2=C(C#N)C(c3ccc4c(c3)OCO4)CC(=O)N2)cc1C (configuration not stated)
  0%, 26%, -1%, -6%, -2, 8%, -3%, 14%, -17%
CCc1nc(SCc2cc(=O)c3cc(C)ccc3[nH]2)n[nH]1
  -14%, 13%[57 µM], 0%, 3%, 1, -3%[57.1 µM], 3%, 6%[57.1 µM], -3%
Cc1ccc(S(=O)(=O)C2CCCCC2=O)cc1 (configuration not stated)
  0%, 27%, 28%, 1%, 3, 2%[57.1 µM], 7%, 7%[57.1 µM], 4%
Cc1ccnc(NC(=O)CCCNC(=O)c2ccc(Cl)cc2)c1
  -1%, 0%, 1%, -11%, -1, -1%[57.1 µM], 11%, 2%[57.1 µM], -20%
CN1CCC(N(C)C(=O)CNC(=O)c2ccc(C(C)(C)C)cc2)CC1
  -6%, 20%, -4%, -4%, -9, 11%[57.1 µM], 11%, 26%[57.1 µM], -7%
Cc1nc(C(=O)N2CCCC(C(=O)c3cccc(OC(C)C)c3)C2)cs1 (configuration not stated)
  -1%, 20%, 7%, 7%, 5, -7%, 0%, -7%, -3%
Cc1ccc(N=C2NC(=O)/C(=C\c3ccsc3)S2)c(C)c1
  10%, 4%, 12%, -1%, -3, -12%, -2%, -28%, -22%
COc1cccc(N2CCN(C(=O)c3ccc(CS(=O)Cc4ccccc4Cl)o3)CC2)c1 (configuration not stated)
  -2%, 27%, 10%, -3%, 2, -4%, 1%, 8%, -10%
Clc1ccc(-c2cnc3n2CCC3)cc1
  2%, 5%, -6%, -8%, -2, 15%[57.1 µM], 10%, 14%, -9%
CC(C(=O)N(C)C)N(C#N)c1nc(N(C)C)nc(N(C)C)n1 (configuration not stated)
  -8%, 34%, -15%, -2%, -7, -6%, 3%, 13%[57.1 µM], -7%
COc1ccc(NC(=O)CS(=O)(=O)c2ccc(F)cc2)cc1
  -1%, 27%, -5%, -2%, -3, 6%, -10%, 19%, -17%
N#Cc1nc(-c2ccc(F)cc2)oc1N1CCN(C(=O)c2ccco2)CC1
  -10%, 1%, ?, -8%, 1, 41%[activator], 6%, -1%, -11%
CCCCN1CCc2nc(N3CCN(c4ncccn4)CC3)ncc2C1
  2%, 20%, 1%, ·, -5, -2%[57.1 µM], ·, 2%[57.1 µM], 6%
CNS(=O)(=O)c1cccc(C(=O)NC2CCCc3ccccc32)c1 (configuration not stated)
  -1%, 19%, -3%, i, -7, 4%, 12%, 18%, -23%
Cc1ccccc1C(=O)N1CCC2CC1c1cc(Cl)ccc12 (configuration not stated)
  1%, 49%[activator], -9%, i, 2, -1%, 12%, -1%, -29%
CCCCn1c(N)c(N(CCC(C)C)C(=O)C2CCCN(C(=O)c3ccc(Cl)cc3)C2)c(=O)[nH]c1=O (configuration not stated)
  0%, 37%, 2%, -4%, -1, 3%, 2%, 14%, -14%
Cc1ccccc1NCC(=O)Nc1cc(S(=O)(=O)N2CCCCC2)ccc1C
  8%, 31%, -1%, -1%, 1, -7%, -10%, 14%, -15%
CC1(C)NC(=O)N(CC(=O)Nc2ccc(-c3ccccc3)cc2)C1=O
  ·, ·, -1%, 9%, 1, ·, -1%, ·, -22%
COc1ccc(OC)c(C2=NOC(C(=O)Nc3cccc(C(C)=O)c3)C2)c1 (configuration not stated)
  -3%, 26%, -1%, 8%, -2, 4%, 9%, 13%, -9%
Cc1ccc(CNC(=O)C(C(=O)NCc2ccc(C)o2)c2ncc(C(F)(F)F)cc2Cl)o1
  -1%, 38%[activator], 1%, 1%, -1, 1%, 0%, ?, -12%
C=C(c1cccc2ccccc12)P(=O)(O)O
  ?, 47%[activator], 3%, -1%, -1, 4%[57.1 µM], 2%, 7%, 3%
CCN(CC)CCNC(=O)c1cc2c(s1)-c1ccccc1SC2
  4%, 30%, 9%, ·, 3, 11%, 2%, -2%, 8%
COc1ccc(-c2csc(Cc3nnc4n3CCCCC4)n2)cc1OC
  -3%, 25%, 7%, 1%, 4, 13%[57.1 µM], 8%, -5%[57.1 µM], -20%
O=Cc1ccccc1OCCCOc1cccc2cccnc12
  -9%, 25%, 5%, -6%, -3, 0%, 14%, ?, -8%
COCCN(C(=O)COC(=O)c1c(C)nn(-c2ccccc2)c1C)c1c(N)n(Cc2ccccc2)c(=O)[nH]c1=O
  ·, ·, -1%, i, -4, ·, 5%, ·, -28%
COc1ccccc1CCC(=O)OCC(=O)Nc1cc(C)nn1-c1ccccc1
  -3%, 28%, -4%, 2%, 4, 0%, -1%, 13%, -22%
CCOC(=O)c1ccc(C(=O)NNC(=O)C2C3C=CC(C3)C2C(=O)O)cc1 (configuration not stated)
  -10%, 39%, 16%, 3%, 2, -2%, 16%, 16%, -7%
Cc1noc(NS(=O)(=O)c2ccc(NC(=O)c3nn(-c4ccccc4)ccc3=O)cc2)c1C
  -2%, 27%, 3%, -7%, -1, -11%, 1%, 3%, -23%
COc1ccc(CCNC(=O)CN(C)S(=O)(=O)c2ccc(Br)s2)cc1OC
  -3%, 4%, 1%, 7%, 1, 7%[57.1 µM], 6%, 10%[57.1 µM], -32%
CC(=O)N1c2ccc(S(=O)(=O)NCCC(=O)Nc3ccc(C)cn3)cc2CC1C (configuration not stated)
  1%, 10%[57 µM], -19%, -1%, 0, -6%, -1%, -7%, -1%
